MC4R ag barr: agonists of human melanocortin 4 receptor (MC4R) beta-arrestin; AID 540308; activation, % at 8.9 µM; U2OS MC4R beta-arrestin complementation, luminescence; percent of melanotan II response, DMSO zero; P32245; 360,000 compounds, 0.98% hits;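 active means activation above a per-plate cutoff, the mean activation of sample wells on that plate plus 3 SD, cut at about 8% in these data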
Target sequence (P32245 whole entry, looked up): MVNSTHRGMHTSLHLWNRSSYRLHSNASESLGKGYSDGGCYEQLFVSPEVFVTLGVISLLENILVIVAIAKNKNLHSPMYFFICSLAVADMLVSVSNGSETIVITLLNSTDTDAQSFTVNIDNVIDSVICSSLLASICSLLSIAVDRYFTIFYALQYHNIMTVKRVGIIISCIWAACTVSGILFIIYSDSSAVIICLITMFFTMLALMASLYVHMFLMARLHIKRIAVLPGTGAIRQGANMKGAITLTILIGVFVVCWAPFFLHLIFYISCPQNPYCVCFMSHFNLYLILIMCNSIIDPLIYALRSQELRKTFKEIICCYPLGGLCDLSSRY
ABCB6 inh MLPCN: inhibitors of human ABC transporter ABCB6; K562-ABCB6 porphyrin accumulation, flow cytometry, 1 h; stronger effect = lower value; AID 602162; 360,000 compounds, 0.19% hits; fluorescence ratio to DMSO, % at 10 µM;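 active means fluorescence ratio to DMSO below 75%, the collection mean minus 3 SD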;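 further: signal is porphyrin accumulated inside mitochondria; 100% equals median channel fluorescence of DMSO control wells; lower ratio means ABCB6 inhibition with less porphyrin fluorescence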
iPSC survival up: enhancers of human iPSC single-cell survival | survival enhancement, % at 20 µM | 360,000 compounds, 0.044% hits | hiPSC single-cell survival, ATPlite luminescence; 100% = ROCK inhibitor wells, 0% = DMSO; in the data active means survival enhancement above about 18%;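 further: cells exposed to compounds for 16 hours before the ATP read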
m5-HT2A agonist: activates the mouse 5-HT2A serotonin receptor; P35363; CHO-K1 mHTR2A beta-arrestin complementation, luminescence; percent of 30 µM serotonin response; activation, % at 7.6 µM; 360,000 compounds, 0.66% hits; AID 624169;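 active means activation above a run cutoff, the mean activation of all tested compounds plus 3 SD, cut at about 14% in these data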;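 further: 0% = plate median of compound wells and 100% = 30 µM serotonin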
Target sequence (P35363 whole entry, looked up): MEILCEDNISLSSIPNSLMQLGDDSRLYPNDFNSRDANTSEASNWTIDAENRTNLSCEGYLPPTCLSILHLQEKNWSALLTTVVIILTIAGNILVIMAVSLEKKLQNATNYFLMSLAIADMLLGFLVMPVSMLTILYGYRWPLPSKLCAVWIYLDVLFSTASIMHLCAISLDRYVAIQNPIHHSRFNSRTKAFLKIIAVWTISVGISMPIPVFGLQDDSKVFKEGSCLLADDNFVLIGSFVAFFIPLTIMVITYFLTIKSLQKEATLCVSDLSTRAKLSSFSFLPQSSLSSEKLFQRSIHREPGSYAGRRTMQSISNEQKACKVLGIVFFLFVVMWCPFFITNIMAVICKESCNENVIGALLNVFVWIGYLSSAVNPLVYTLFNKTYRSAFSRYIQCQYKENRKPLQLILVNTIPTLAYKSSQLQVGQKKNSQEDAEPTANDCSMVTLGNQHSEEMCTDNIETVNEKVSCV
H9c2 protect: protects H9c2 cardiomyocytes from peroxide injury; AID 588492; 360,000 compounds, 0.63% hits; H2O2 injury protection, ATPLite, 2 h; protection from H2O2 cell death, % at 20 µM;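 active means compounds giving at least 50% protection of heart cells from peroxide-induced death in the single-dose screen, raw or plate-pattern-corrected value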;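 further: 0% = DMSO wells with peroxide and 100% = DMSO wells without peroxide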
ABHD5 PLIN5 PPI: ABHD5-PLIN5 protein interaction inhibition; Split G. princeps luciferase complementation, luminescence, 4 h; Q00G26+Q8WTS1; 360,000 compounds, 0.78% hits; inhibition, % at 4 µM;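 active means inhibition above the mean inhibition across every tested compound plus 3 SD, cut at about 22% in these data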;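 further: 0% = DMSO only wells and the 100% control is not disclosed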
N-glyco inh: N-linked glycosylation inhibition; D54 ERlucT glycosylation luciferase reporter, 24 h; percent of 100 nM tunicamycin response; reporter increase, % at 12.5 µM; 360,000 compounds, 0.23% hits;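 active means mean luciferase reporter signal, scaled so untreated is 0 and the glycosylation-blocking control 100, at or above a set limit in every replicate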;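 further: luciferase carries N-glycosylation sites so blocking glycosylation raises the light; 0% = median of neutral control wells and 100% = median of 100 nM tunicamycin wells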
Granule exo inh: blocks lytic granule exocytosis | TALL-104 LAMP-1 surface exposure, flow cytometry; cells stimulated with thapsigargin and PMA | 360,000 compounds, 0.66% hits | inhibition, % at 10 µM;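 active means inhibition above about 55%, limit read from the data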
aDG glyco up: increases alpha dystroglycan glycosylation; Pro5-aDG cells, alpha-DG glycosylation AlphaScreen (IIH6); 0% Pro5, 100% B10-LARGE cell signal; activation, % at 10 µM; 360,000 compounds, 0.22% hits;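 active means activation of at least 8% versus controls, or a plate z-score of at least 8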;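 further: Pro5 are CHO cells carrying HIG-tagged alpha-DG that lacks glycosylation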
MC4R antagonist: human MC4R antagonism in cAMP assay | P32245 | MC4R-expressing cells, MTII-stimulated cAMP, LANCE TR-FRET | inhibition, % at 6.5 µM | 360,000 compounds, 0.48% hits;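 active means inhibition above its plate's cutoff, the mean of tested wells on that plate plus 3 SD, cut at about 29% in these data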;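 further: 0% = Melanotan II alone and 100% = Melanotan II plus saturating MCL0020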
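material = U2OS cells stably expressing human melanocortin 4 receptor (MC4R) | also added = Melanotan II challenge | dosing = single nominal compound dose of 6.5 µM | detection = TR-FRET with Eu-cAMP and labeled anti-cAMP, 671 nm | replication = singlicate | timing = compound 30 min, challenge 1 h, detection 1 h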
An asterisk follows results filed as active. Random draw from the library; 4.5% or so of the library scored in one or more.

Results for CC(=O)Nc1nc(C2COc3ccccc3O2)cs1 (stereo not drawn) ?
MC4R ag barr: -0.8; ABCB6 inh MLPCN: 102; iPSC survival up: -1.9; m5-HT2A agonist: -2; H9c2 protect: -4; ABHD5 PLIN5 PPI: -2; N-glyco inh: -11; Granule exo inh: -2; aDG glyco up: 0.1; MC4R antagonist: 4

Results for CN1CCN(CCC(=O)N2c3ccccc3Sc3ccc(Cl)cc32)CC1 ?
MC4R ag barr: -0.7; ABCB6 inh MLPCN: 99; iPSC survival up: 3.9; m5-HT2A agonist: -4; H9c2 protect: 8; ABHD5 PLIN5 PPI: 1; N-glyco inh: -3; Granule exo inh: 4; aDG glyco up: 0.2; MC4R antagonist: 0

How did COc1ccc(CCC(=O)NCCc2cn3c(C)csc3n2)cc1 do in these assays?
MC4R ag barr: -0.1; ABCB6 inh MLPCN: 98; iPSC survival up: 2.4; m5-HT2A agonist: -5; H9c2 protect: 3; ABHD5 PLIN5 PPI: 7; N-glyco inh: -1; Granule exo inh: -2; aDG glyco up: 0.5; MC4R antagonist: 11

What do the screens show for `CCCOc1ccc(/C(O)=C2/C(=O)C(=O)N(CCN3CCOCC3)C2c2ccccc2)cc1` (stereo not drawn)?
MC4R ag barr: 0.1; ABCB6 inh MLPCN: 98; iPSC survival up: -0.4; m5-HT2A agonist: 0; H9c2 protect: 0; ABHD5 PLIN5 PPI: 1; N-glyco inh: 0; Granule exo inh: 0; aDG glyco up: -0.1; MC4R antagonist: 6

How did COc1ccc(S(=O)(=O)Nc2cccc(SC)c2)cc1OC do in these assays?
MC4R ag barr: -2.1; ABCB6 inh MLPCN: 102; iPSC survival up: 3.4; m5-HT2A agonist: -2; H9c2 protect: -7; ABHD5 PLIN5 PPI: 4; N-glyco inh: -3; Granule exo inh: -5; aDG glyco up: 0.2; MC4R antagonist: 8

What do the screens show for `Cc1cn([C@H]2C[C@H](O)[C@@H](/C=C/C(=O)NCCN3CCCCC3)O2)c(=O)[nH]c1=O`?
ABCB6 inh MLPCN: 98; iPSC survival up: 1.9; m5-HT2A agonist: -4; H9c2 protect: 0; ABHD5 PLIN5 PPI: -1; N-glyco inh: 1; Granule exo inh: 2; aDG glyco up: -0.1

How did O=[N+]([O-])c1ccc(/C=N/NC2=NS(=O)(=O)c3ccccc32)cc1 do in these assays?
MC4R ag barr: -3.6; ABCB6 inh MLPCN: 101; iPSC survival up: 0.1; m5-HT2A agonist: -2; H9c2 protect: -5; ABHD5 PLIN5 PPI: -5; N-glyco inh: -1; Granule exo inh: -1; aDG glyco up: -0.2; MC4R antagonist: -4

What do the screens show for `O=C(NCCc1c[nH]c2ccccc12)c1cc2ccccc2oc1=O`?
MC4R ag barr: -0.1; ABCB6 inh MLPCN: 90; iPSC survival up: -0.6; m5-HT2A agonist: 2; H9c2 protect: 13; ABHD5 PLIN5 PPI: -3; N-glyco inh: 0; Granule exo inh: 2; aDG glyco up: 0.6; MC4R antagonist: -1

How did Cc1nc(N2CCN(C(=O)c3ccc(Cl)cc3)CC2)c(C#N)c2c1COC(C)(C)C2 do in these assays?
MC4R ag barr: 1.1; ABCB6 inh MLPCN: 100; iPSC survival up: 4.0; m5-HT2A agonist: -1; H9c2 protect: -13; ABHD5 PLIN5 PPI: -18; N-glyco inh: 2; Granule exo inh: 1; aDG glyco up: 0.7; MC4R antagonist: 18

How did O=C(Nc1ccc2c(c1)CCC2)Nc1ccc2c(c1)OCO2 do in these assays?
MC4R ag barr: -1.2; ABCB6 inh MLPCN: 99; iPSC survival up: -0.7; m5-HT2A agonist: 3; H9c2 protect: -4; ABHD5 PLIN5 PPI: -10; N-glyco inh: -3; Granule exo inh: 0; aDG glyco up: 0.5; MC4R antagonist: -6

Results for CN1CCC(=NNC(=O)CSc2ccc(Cl)cc2)CC1 ?
MC4R ag barr: -2.8; ABCB6 inh MLPCN: 106; iPSC survival up: -0.6; m5-HT2A agonist: -5; H9c2 protect: 1; ABHD5 PLIN5 PPI: -2; N-glyco inh: 0; Granule exo inh: -1; aDG glyco up: -0.3; MC4R antagonist: -4

What do the screens show for `CCCCNC(=O)C(NC(=O)c1cnccn1)C(=O)c1ccccc1` (stereo not drawn)?
m5-HT2A agonist: -1; ABHD5 PLIN5 PPI: -1; Granule exo inh: -4; aDG glyco up: -0.2

What do the screens show for `Cc1ccc(NC(=S)NNC(=O)c2nn(C)cc2Cl)cc1`?
MC4R ag barr: -2.5; ABCB6 inh MLPCN: 94; iPSC survival up: -1.0; m5-HT2A agonist: -2; H9c2 protect: -10; ABHD5 PLIN5 PPI: -4; N-glyco inh: 2; Granule exo inh: 1; aDG glyco up: 0.0; MC4R antagonist: 3

How did CCn1cc(Br)c(C(=O)Nc2ccc(Cl)cc2Cl)n1 do in these assays?
MC4R ag barr: -0.3; ABCB6 inh MLPCN: 101; iPSC survival up: -0.8; m5-HT2A agonist: -6; H9c2 protect: -9; ABHD5 PLIN5 PPI: -3; N-glyco inh: 2; Granule exo inh: -4; aDG glyco up: 0.1; MC4R antagonist: 0

Results for COc1cc(/C=C(\C#N)C(=O)N2CCOCC2)cc(Br)c1O ?
MC4R ag barr: -2.3; ABCB6 inh MLPCN: 101; iPSC survival up: -0.2; m5-HT2A agonist: -2; H9c2 protect: 4; ABHD5 PLIN5 PPI: -3; N-glyco inh: 2; Granule exo inh: 0; aDG glyco up: 0.0; MC4R antagonist: -11

What do the screens show for `O=C(Nc1nc2nccc(-c3ccccc3)n2n1)c1ccc(F)cc1`?
MC4R ag barr: -2.5; ABCB6 inh MLPCN: 99; iPSC survival up: 0.2; m5-HT2A agonist: 2; H9c2 protect: 1; ABHD5 PLIN5 PPI: 1; N-glyco inh: 0; Granule exo inh: 10; aDG glyco up: -0.1; MC4R antagonist: 4

What do the screens show for `CC1CCCN(C(=O)C23CCC(C)(C(=O)C2)C3(C)C)C1` (stereo not drawn)?
MC4R ag barr: -0.1; ABCB6 inh MLPCN: 81; iPSC survival up: 2.1; m5-HT2A agonist: 3; H9c2 protect: -2; ABHD5 PLIN5 PPI: -2; N-glyco inh: 2; Granule exo inh: 3; aDG glyco up: 0.0; MC4R antagonist: -4

How did Cc1ccccc1C(=O)Nc1ccc(C(=O)N/N=C/c2ccncc2)cc1 do in these assays?
MC4R ag barr: 0.0; ABCB6 inh MLPCN: 104; iPSC survival up: -0.1; m5-HT2A agonist: -3; H9c2 protect: 37; ABHD5 PLIN5 PPI: -2; N-glyco inh: 1; Granule exo inh: -6; aDG glyco up: -0.1; MC4R antagonist: -1

Results for C=CC[n+]1c(/C=C2\C=Cc3cc(C)ccc3N2CC)ccc2ccccc21 ?
MC4R ag barr: -4.4; ABCB6 inh MLPCN: inactive; iPSC survival up: 1.8; m5-HT2A agonist: -3; H9c2 protect: -31; ABHD5 PLIN5 PPI: 14; N-glyco inh: 24; Granule exo inh: 40; aDG glyco up: 2.2; MC4R antagonist: -25

Results for CCOC(=O)C1CCCN(S(=O)(=O)c2ccc(-n3cnnn3)c(C)c2)C1 (stereo not drawn) ?
MC4R ag barr: -1.7; ABCB6 inh MLPCN: 96; iPSC survival up: -0.4; m5-HT2A agonist: 7; H9c2 protect: -2; ABHD5 PLIN5 PPI: 3; N-glyco inh: -1; Granule exo inh: -6; aDG glyco up: -0.1; MC4R antagonist: 9

Some of these compounds in order of molecular weight, largest number first.
What do the screens show for `CCCCNC(=O)C(NC(=O)c1cnccn1)C(=O)c1ccccc1` (stereo not drawn)?
m5-HT2A agonist: -1; ABHD5 PLIN5 PPI: -1; Granule exo inh: -4; aDG glyco up: -0.2

What do the screens show for `Cc1ccc(NC(=S)NNC(=O)c2nn(C)cc2Cl)cc1`?
MC4R ag barr: -2.5; ABCB6 inh MLPCN: 94; iPSC survival up: -1.0; m5-HT2A agonist: -2; H9c2 protect: -10; ABHD5 PLIN5 PPI: -4; N-glyco inh: 2; Granule exo inh: 1; aDG glyco up: 0.0; MC4R antagonist: 3

What do the screens show for `CC1CCCN(C(=O)C23CCC(C)(C(=O)C2)C3(C)C)C1` (stereo not drawn)?
MC4R ag barr: -0.1; ABCB6 inh MLPCN: 81; iPSC survival up: 2.1; m5-HT2A agonist: 3; H9c2 protect: -2; ABHD5 PLIN5 PPI: -2; N-glyco inh: 2; Granule exo inh: 3; aDG glyco up: 0.0; MC4R antagonist: -4

The results go on.
Results for CC(=O)c1ccccc1NC(=O)COC(=O)CCCN1C(=O)c2cccc3cccc(c23)C1=O ?
MC4R ag barr: -0.2; ABCB6 inh MLPCN: 92; iPSC survival up: 32*; m5-HT2A agonist: 3; H9c2 protect: 35; ABHD5 PLIN5 PPI: 7; N-glyco inh: 2; Granule exo inh: 4; aDG glyco up: 0.4; MC4R antagonist: -7

Results for CC1CCC(NC(=O)c2cccc(S(=O)(=O)N3CCOCC3)c2)CC1 (stereo not drawn) ?
MC4R ag barr: 0.8; ABCB6 inh MLPCN: 99; iPSC survival up: -2.2; m5-HT2A agonist: -3; H9c2 protect: -5; ABHD5 PLIN5 PPI: 1; N-glyco inh: 1; Granule exo inh: 0; aDG glyco up: 0.1; MC4R antagonist: 4

Results for CN(C)Cc1c(OC(=O)c2ccc(N)cc2)ccc2ccccc12 ?
MC4R ag barr: 1.8; ABCB6 inh MLPCN: 102; iPSC survival up: -1.3; m5-HT2A agonist: -8; H9c2 protect: -4; ABHD5 PLIN5 PPI: 3; N-glyco inh: -2; Granule exo inh: -5; aDG glyco up: 0.6; MC4R antagonist: 1

Results for O=C(NC1CCC(O)CC1)c1ccccc1OCc1ccc(F)cc1 (stereo not drawn) ?
MC4R ag barr: -3.4; ABCB6 inh MLPCN: 99; iPSC survival up: 0.1; m5-HT2A agonist: -10; H9c2 protect: 4; ABHD5 PLIN5 PPI: -1; N-glyco inh: 6; Granule exo inh: 1; aDG glyco up: 0.1; MC4R antagonist: 3

Results for COc1ccc(-c2cn3cccnc3n2)cc1NC(=O)C1CCCC1 ?
MC4R ag barr: -0.9; ABCB6 inh MLPCN: 104; iPSC survival up: 0.4; m5-HT2A agonist: -2; H9c2 protect: 11; ABHD5 PLIN5 PPI: 6; N-glyco inh: 0; Granule exo inh: 2; aDG glyco up: 0.0; MC4R antagonist: 0

How did CC(C)CCNC(=O)COC(=O)c1cc(Br)c(Br)s1 do in these assays?
MC4R ag barr: 0.4; ABCB6 inh MLPCN: 98; iPSC survival up: -0.5; m5-HT2A agonist: 1; H9c2 protect: -6; ABHD5 PLIN5 PPI: 0; N-glyco inh: 1; Granule exo inh: -1; aDG glyco up: -0.1; MC4R antagonist: 9

How did Cc1c(C(=O)NCc2ccco2)oc2ccc(Br)cc12 do in these assays?
MC4R ag barr: -0.7; ABCB6 inh MLPCN: 99; iPSC survival up: 4.7; m5-HT2A agonist: -7; H9c2 protect: -5; ABHD5 PLIN5 PPI: 19; N-glyco inh: -3; Granule exo inh: -1; aDG glyco up: 0.1; MC4R antagonist: 10

How did O=C(N/N=C\c1c(O)ccc2ccccc12)c1cncc(Br)c1 do in these assays?
MC4R ag barr: -0.6; ABCB6 inh MLPCN: 105; iPSC survival up: -0.2; m5-HT2A agonist: -11; H9c2 protect: 19; ABHD5 PLIN5 PPI: 3; N-glyco inh: -11; Granule exo inh: 80*; aDG glyco up: 0.7; MC4R antagonist: 12

Screens (PubChem)
